Source: PubChem BioAssay (several laboratories)
NTR1 ag: NTR1-driven beta-arrestin-GFP spot formation – imaging, U2OS cells, high content, primary screen (AID 493036); 0.17% of 330,000 active; P30989; agonist mode; activation, % at 20 µM;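 active means activation at or above 40% of the spot to cytoplasm intensity ratio, with at least 20 cells analyzed; inconclusive means wells under 20 cells, flagged as cytotoxic or low count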;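 further: 0% = DMSO without peptide and 100% = 100 nM NTR1 peptide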
Target sequence (P30989 whole entry, looked up): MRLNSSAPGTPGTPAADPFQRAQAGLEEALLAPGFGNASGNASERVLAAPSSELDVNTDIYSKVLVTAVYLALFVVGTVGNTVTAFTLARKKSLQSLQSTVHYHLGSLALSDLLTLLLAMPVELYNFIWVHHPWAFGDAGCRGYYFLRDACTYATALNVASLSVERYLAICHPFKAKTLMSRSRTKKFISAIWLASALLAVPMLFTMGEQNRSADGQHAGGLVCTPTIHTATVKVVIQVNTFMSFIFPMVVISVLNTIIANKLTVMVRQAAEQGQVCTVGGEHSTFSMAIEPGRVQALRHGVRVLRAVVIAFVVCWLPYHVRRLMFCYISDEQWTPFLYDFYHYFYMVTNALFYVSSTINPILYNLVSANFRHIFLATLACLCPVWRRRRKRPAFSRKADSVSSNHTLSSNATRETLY
GPR35 arrestin U2OS: GPR35 antagonists blocking zaprinast-driven arrestin recruitment, primary screen, imaging, U2OS, beta-arrestin-GFP, zaprinast agonist (AID 2058) | U2OS GPR35 beta-arrestin-GFP translocation imaging, zaprinast antagonism; higher % means a stronger effect | one-dose inhibition, % at 10 µM; IC50 in µM for titrated hits | 0.052% of 290,000 active;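 active means inhibition of at least 50% with at least 30 cells and total cytoplasm GFP at most 10,000,000; inconclusive means under 30 cells or total GFP of 10,000,000 plus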
GPR55 activation: GPR55 agonists via beta-arrestin recruitment, primary screen, imaging, U2OS cells, beta-arrestin-GFP redistribution (AID 1961). U2OS GPR55 beta-arrestin-GFP redistribution imaging; higher % means a stronger effect. one-dose activation, % at 10 µM; EC50 in µM for titrated hits. 0.048% of 290,000 active;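 active means activation above 40% with more than 50 cells counted in the well; inconclusive means wells holding fewer than 50 cells, flagged as toxic or sparse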;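 further: U2OS osteosarcoma cells stably expressing GPR55 and beta-arrestin-GFP; plate controls were DMSO negative control for no effect and LPI positive control for full effect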
Hep lipid drop: hepatic lipid droplet formation modulation. AML12 mouse hepatocytes, oleate lipid droplets, BODIPY imaging. inhibition, % at 6.5 µM. 0.4% of 240,000 active. AID 1656;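 active means lipid droplet intensity inhibited by at least 50%, with more than 500 cells counted; inconclusive means wells with under 300 cells, treated as cytotoxic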
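Assay system: AML12 hepatocytes (mouse) / Also added: 100 µM oleic acid challenge / Times: overnight treatment with compound plus oleate / Detection: high-content imaging of BODIPY-stained droplets and DAPI nuclei / Evaluation: % inhibition of lipid droplet signal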
GPR55 LPI antagonism: inhibition of LPI-stimulated GPR55 beta-arrestin translocation – imaging, U2OS, beta-arrestin-GFP, LPI agonist, primary screen (AID 2013) | one-dose inhibition, % at 10 µM; IC50 in µM for titrated hits | U2OS GPR55 beta-arrestin-GFP translocation imaging, LPI antagonism; higher % means a stronger effect | 0.13% of 290,000 active;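 active means spots per cell inhibited over 60%, with over 100 cells counted and total cytoplasm intensity under 500,000; inconclusive means wells with under 100 cells, flagged as likely toxic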;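 further: U2OS cells stably carrying GPR55 and arrestin-GFP stimulated by 5 µM LPI near EC80; imaged beta-arrestin-GFP aggregate spots per cell after agonist stimulation; plate controls were LPI-stimulated DMSO wells for no effect and DMSO wells without LPI for full effect; some results filed as inactive read as strong as hits; confirmed hits need IC50 under 10 µM and bright autofluorescent wells are also inconclusive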
LYP phosphatase: inhibitors of LYP phosphatase, biochemical, fluorescence intensity, uHTS (AID 1779); one-dose inhibition, % at 11.5 µM; IC50 in µM for titrated hits; 0.054% of 290,000 active; recombinant LYP phosphatase, fluorescence intensity; higher % means a stronger effect; in the data active means inhibition above about 50%;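 further: plate controls were vehicle with enzyme for no effect and no enzyme for full effect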
T cell modulator: modulates CD8 T cell binding to vesicles; 0.068% of 330,000 active; 2C CD8+ T cell-vesicle binding, flow cytometry; active compounds read low; AID 2052; calls only at 7 µM;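 active means response, share of CD8 T cells binding vesicles, and their 90th percentile fluorescence all below set limits, cut at about 80% in these data, passing the limit was not always enough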
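Material: murine 2C transgenic CD8+ T lymphocytes / Also added: QL9-peptide-loaded Drosophila micro-vesicles bearing Ld, ICAM-1 and B7-1 / Schedule: binding step 1.5 h, 37 °C, antibody labelling 20 min, ice / Signal: flow cytometry, PE anti-B7-1 (FL2) versus Alexa647 anti-CD8 (FL8), PFA-fixed / Evaluation: percent CD8+ FL2 mean versus row control / Benchmarks: naked versus QL9-loaded vesicles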
SV40 large T antigen: SV40 large T antigen inhibitors, biochemical (AID 1903) | SV40 large T antigen ATPase/helicase inhibition assay; higher % means a stronger effect | 0.39% of 310,000 active | inhibition, % at 20 µM, or IC50 in µM where a hit was titrated; in the data active means a potency from the dose series; inconclusive means inhibition mostly from about 32% at the one dose, without a potency; inactive means the rest, 99 in 100 with inhibition below about 32%; further: strong numbers were not always called active
MgcRacGAP inhibition: MgcRacGAP GTPase-activating activity inhibitors, confirmation, biochemical, ADP Hunter fluorescence. AID 624330. 0.6% of 340,000 active. MgcRacGAP-stimulated Rac1 GTP hydrolysis, ADP Hunter fluorescence; higher % means a stronger effect; GST-tagged Rac1 F28L mutant substrate. one-dose inhibition, % at 30 µM; IC50 in µM for titrated hits;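 active means first-screen hits whose inhibition reached a set limit at any dose in the follow-up dose series; inconclusive means inhibition above the set first-screen limit but never retested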;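 further: fluorescence reports GDP produced by GAP-driven GTP hydrolysis; strong numbers were not always called active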
Hep lipid drop cells 6.5 µM: further read-out of Hep lipid drop, marked with its call; cell count; measured here: cell count, cytotoxicity flag;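 cells counted across two imaged fields per well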
T cell modulator vesicle-bound %: second read-out of T cell modulator, no call of its own (marks repeat the call); double positive events, %; measured here: CD8+ vesicle-bound cell fraction;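 binding gate set so that unloaded-vesicle control wells show 10% double positive cells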
NTR1 ag cell count 20 µM: further read-out of NTR1 ag, marked with its call; cell count; measured here: cell count, cytotoxicity flag
Active calls of the source: *; i = inactive; ? = inconclusive; / = not tested or not shown.

SMILES	NTR1 ag	NTR1 ag cell count 20 µM	GPR35 arrestin U2OS	GPR55 activation	Hep lipid drop	Hep lipid drop cells 6.5 µM	GPR55 LPI antagonism	LYP phosphatase	T cell modulator	T cell modulator vesicle-bound %	SV40 large T antigen	MgcRacGAP inhibition
CCc1ccc(OCCCC(=O)Nc2cccc(C(=O)O)c2)cc1	1.1	58	6%	0.0%	-19	719	-3%	-5%	i	39	12%	7%
CCOc1ccc(S(=O)(=O)NCc2ccc(OC)cc2)c2cccnc12	9.4	41	-10%	-0.2%	-3	740	-4%	-5%	i	10	2%	2%
Cc1c(C(=O)N2CCC[C@H]2C(N)=O)oc2c(F)cccc12	-0.3	63	-6%	0.3%	26	822	0%	-7%	i	54	8%	-3%
CC(C(=O)NCC1CCCCC1)N(C)Cc1ccc(Br)cc1 (stereo not given)	1.2	44	19%	-0.2%	-12	752	-5%	-6%	i	42	9%	6%
CCOc1ccc(CN2CCN(Cc3ccc(C)o3)CC2CCO)cc1 (stereo not given)	1.0	77	14%	0.3%	-1	676	9%	-10%	i	65	-1%	3%
CS(=O)(=O)Nc1ccc(C(=O)Nc2ccccc2Sc2ccccc2)cc1	2.4	50	-4%	-0.3%	-5	506	6%	-2%	i	47	9%	10%
O=C1CCc2cc(S(=O)(=O)N3CCCC3C(=O)N3CCN(c4ccccc4F)CC3)ccc2N1 (stereo not given)	-0.2	42	-5%	-0.2%	/	/	-2%	-7%	/	/	16%	3%
O=S(=O)(Nc1ccc(C(F)(F)F)cc1)c1cccs1	-0.7	42	16%	-0.1%	-21	766	4%	1%	i	20	6%	7%
O=C(CN1CCCC1)N1CCCC(c2ccc(F)cc2)c2ccc(F)cc21 (stereo not given)	2.7	65	-6%	1.0%	-18	750	2%	-5%	i	54	0%	30%
CC(C)N(Cc1ccccc1)C(=O)CN1C(=O)c2ccccc2C1=O	-0.8	59	16%	1.0%	3	765	8%	-5%	i	7	8%	8%
O=C(NCc1ccc(Cl)cc1)C(=O)N/N=C/c1ccc(Br)cc1	-0.2	53	12%	-0.5%	-2	692	0%	-12%	i	63	-1%	-6%
C=CCNc1nc2ccccc2nc1NS(=O)(=O)c1cccc(C)c1	-0.1	115	-7%	-0.1%	4	857	-8%	-4%	i	26	7%	4%
CCCN1CCC(=O)N([C@H](CSc2ccc(OC)cc2)c2ccccc2)CC1	-1.9	98	-5%	-0.1%	-3	687	7%	-6%	i	33	26%	9%
O=C(CCC(=O)N1CCCC(Nc2ccccc2)C1)c1ccc(F)cc1 (stereo not given)	0.8	65	-3%	-0.1%	-7	719	2%	-5%	i	24	13%	7%
CCOC(=O)N1CCN(C(=O)C(=O)c2cn(CC(=O)N3CCCCCC3)c3ccccc23)CC1	1.5	65	-3%	-0.1%	-42	624	?	-4%	i	14	6%	5%
CCCCn1c(N)c(N(CCC(C)C)C(=O)C2CC(=O)N(c3ccccc3OCC)C2)c(=O)[nH]c1=O (stereo not given)	0.7	68	-2%	-0.1%	6	805	16%	-5%	i	53	14%	4%
O=C(CC1NC(=O)NC1=O)Nc1ccc(Cl)cc1 (stereo not given)	7.8	84	3%	-0.1%	/	/	22%	-8%	i	60	15%	1%
O=C(COC(=O)c1cccc(O)c1)NC(=O)Cc1ccccc1	-0.1	69	-2%	-0.1%	-16	846	12%	-10%	i	10	7%	8%
CCc1nnc(SCC(=O)Nc2ccccc2Cl)nc1CC	-0.4	63	10%	0.5%	-25	667	1%	-7%	i	34	21%	6%
CCOC(=O)C(NCc1ccc2c(c1)OCO2)(NC(=O)c1ccccc1)C(F)(F)F (stereo not given)	-0.1	43	2%	0.5%	/	/	5%	-4%	i	17	-1%	6%
O=C(Cn1cccc1)NC1CCCCCC1	-0.9	59	-2%	0.0%	/	/	16%	-1%	i	19	4%	1%
O=C(CNC(=O)c1ccccc1Br)N/N=C\c1cc([N+](=O)[O-])cc(Br)c1O	1.2	46	-2%	0.3%	-11	754	-12%	-5%	i	26	-1%	3%
CCc1ccc(C(=O)N2CCCN(C)CC2)s1	-0.1	65	0%	0.2%	0	832	-7%	-12%	i	6	-2%	8%
O=C(OCC(=O)N1CCCCC1)c1cccc(NS(=O)(=O)c2ccccc2)c1	-0.6	42	/	/	/	/	/	/	i	28	9%	0%
O=C(CCS(=O)(=O)c1cccs1)Nc1ccc(C(=O)NCc2cccs2)cc1	-0.6	91	0%	-0.1%	/	/	-18%	-7%	i	34	4%	-4%
SMILES	NTR1 ag	NTR1 ag cell count 20 µM	GPR35 arrestin U2OS	GPR55 activation	Hep lipid drop	Hep lipid drop cells 6.5 µM	GPR55 LPI antagonism	LYP phosphatase	T cell modulator	T cell modulator vesicle-bound %	SV40 large T antigen	MgcRacGAP inhibition
CCn1nc(C)cc1C(=O)N1CCCC(N2CCN(Cc3ccc4c(c3)OCO4)CC2)C1 (stereo not given)	0.5	66	-6%	-0.1%	-6	763	8%	-9%	i	8	12%	7%
CC1=C(C(=O)OC(C)C)C(c2cccc(F)c2)n2ncnc2N1 (stereo not given)	1.0	54	6%	1.3%	-64	592	7%	0%	i	28	4%	2%
COC(=O)c1c(-c2cccs2)csc1NC(=O)CSc1ncnc2sc(C)c(C)c12	1.3	80	4%	0.0%	/	/	-15%	-7%	i	35	10%	3%
Cc1nn(-c2ccccc2)c(C)c1C(=O)Nc1nnc(-c2ccco2)o1	3.2	80	-5%	-0.2%	-2	645	-2%	5%	i	41	-1%	1%
COc1ccccc1C(=O)NC(=O)COc1cc(Cl)ccc1Cl	8.2	52	/	/	/	/	/	/	i	26	17%	1%
Cc1cc(C(F)(F)F)c(C#N)c(SCC(=O)Nc2nc3ccccc3s2)n1	7.3	59	18%	1.5%	0	554	0%	-2%	i	31	18%	5%
CC1=NN(C(N)=S)C(=O)C1N=Nc1ccc(Cl)cc1 (stereo not given)	-0.3	51	-12%	0.3%	2	823	8%	-4%	i	56	20%	13%
Cc1ccc(-c2csc3nc(SCC(N)=O)n(Cc4ccccc4)c(=O)c23)cc1	20	47	-7%	0.2%	10	437	5%	1%	i	48	-1%	12%
O=S1(=O)CC(O)C(N2CCCCC2)C1 (stereo not given)	0.5	46	5%	0.1%	-26	689	2%	-1%	i	43	4%	16%
CCN(CC(=O)Nc1c(F)cccc1F)C(=O)CCOc1ccc(C)cc1	1.0	45	/	/	/	/	/	/	i	59	18%	8%
Cc1cc(C)n2nc(/C(C#N)=C/c3ccccc3)c(C#N)c2n1	/	/	10%	0.4%	/	/	6%	-4%	/	/	-3%	3%
COC(=O)CSc1nnc(CNC(=O)c2ccc(S(=O)(=O)N3CCCCC3)cc2)n1C	-1.0	81	11%	-0.1%	/	/	6%	-3%	i	42	7%	7%
COc1ccc(Nc2ncccc2C(=O)NCc2ccccc2)cc1	-0.3	80	-7%	-0.1%	16	843	5%	-10%	i	14	7%	8%
CC(C)Cc1nnc(NS(=O)(=O)c2ccc(Cl)cc2)s1	1.0	88	0%	-0.1%	3	612	8%	-4%	i	47	9%	17%
O=C(Cc1ccccc1)Nc1ccc(N2CCOCC2)cc1	-1.5	86	3%	0.5%	12	695	21%	-5%	i	46	10%	6%
CCCC12CN3CC(C)(CN(C1)C3c1cccs1)C2=O (stereo not given)	-0.3	55	-8%	-0.6%	-30	679	4%	-3%	i	30	7%	/
CC(Cl)C(=O)NN=C(c1ccccc1)c1ccccc1 (stereo not given)	1.6	32	2%	-0.1%	16	642	-14%	-8%	i	32	3%	3%
CCOc1ccc(CCNc2ccc3nnc(-c4ccccc4)n3n2)cc1OCC	8.7	80	2%	0.7%	-13	685	-6%	-6%	i	43	-12%	5%
Cc1cc2cc(C(c3nnnn3Cc3ccccc3)N3CCc4ccccc43)c(=O)[nH]c2cc1C (stereo not given)	5.7	75	6%	0.1%	24	799	3%	-4%	i	16	19%	8%
C=CCN1C(=O)/C(=C\c2ccc(C)cc2)N=C1SCC(=O)NCCC	-1.7	44	-6%	-0.1%	-8	763	6%	5%	i	21	-4%	14%
O=C(CCC(=O)N1CCN(c2ccc(O)cc2)CC1)c1ccc(Br)cc1	2.7	48	6%	0.3%	-33	772	-7%	1%	i	27	38%	/
CC(=O)c1c(O)cc2n(c1=O)-c1ccc(Cl)cc1C2(C)C	2.4	33	6%	-0.3%	/	/	5%	-1%	i	19	7%	4%
Cc1ccc(-n2ncc3c(=O)n(CC(=O)NC4CCCCC4)cnc32)cc1C	-1.0	65	17%	0.4%	/	/	-6%	-3%	i	19	7%	1%
NNC(=O)C1=NOC2COC3(CCN(c4ncccn4)CC3)OCC12 (stereo not given)	1.1	65	-8%	0.1%	-9	674	8%	-9%	i	56	2%	/
O=C(CCOc1ccccc1)Nc1ccnn1C1CCN(Cc2ccccc2)CC1	1.7	81	-10%	-0.1%	2	845	3%	-9%	i	8	27%	5%
CCN(c1ccccc1)S(=O)(=O)c1cc2c(cc1C)NC(=O)CO2	0.6	69	-11%	0.0%	0	756	6%	-8%	i	25	12%	0%
O=C(COC(=O)c1c2c(nc3ccccc13)CCCC2)c1ccc(Br)s1	24	39	-2%	0.2%	27	671	2%	0%	i	43	7%	-3%
O=C(NCCc1ccc2c(c1)OCCO2)c1cccc(F)c1	-0.6	88	7%	0.1%	-7	620	2%	-2%	i	31	-1%	5%
COc1ccc(CNc2nc3nc(C)c(Cl)c(=O)n3[nH]2)cc1OC	3.1	80	5%	-0.1%	-1	764	8%	0%	i	47	4%	0%
Cc1cccc(Nc2nc(-c3ccccc3)c(C(=O)Nc3cccnc3)s2)c1	4.8	69	3%	0.0%	-4	550	-3%	2%	i	44	7%	7%
